Screening results (PubChem BioAssay)
G9a inh: qHTS Assay for Inhibitors of Histone Lysine Methyltransferase G9a | Histone-lysine N-methyltransferase EHMT2 (Homo sapiens), Q96KQ7 | G9a H3K9 monomethylation, AlphaScreen, 2 h | Potency, µM (series often up to 102 µM), without a hit: at the top dose activity, negative = inhibition, actives largely listed as inhibitors | 350,000 tested, 8.8% active; note: % is set by controls: 0 for no effect and ±100 for the full control effect; nearly all actives have a fitted effect of over 75% in size
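Step 1: enzyme (final 20 nM) with compound, 15 min RT. Step 2: substrate peptide 500 nM and SAM 20 uM, 2 h RT. Step 3: anti-H3K9me1 antibody and AlphaScreen beads, 10 min, then plate read.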
HP1b binding inh: HTS for Inhibitors of HP1-beta Chromodomain Interactions with Methylated Histone Tails; Chromobox protein homolog 1 (Homo sapiens), P83916; AlphaScreen HP1-beta / biotin-H3K9me3 peptide binding; Potency, µM (top dose mostly 114 µM), without a hit: at the highest dose activity change, negative = inhibition, most hits filed as inhibitors; 390,000 tested, 0.56% active; note: nearly all actives have a fitted effect of over 70% in size; inactives centre near 23
Target sequence (P83916 whole entry, looked up): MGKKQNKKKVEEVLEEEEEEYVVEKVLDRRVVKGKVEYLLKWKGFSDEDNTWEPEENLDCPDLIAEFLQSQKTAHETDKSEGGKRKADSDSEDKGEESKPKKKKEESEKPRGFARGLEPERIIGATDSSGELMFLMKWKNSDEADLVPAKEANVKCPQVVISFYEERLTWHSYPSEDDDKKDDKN
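HP1-beta protein (50 nM final) preincubated 30 min at room temperature with biotinylated H3(1-18)K9me3 peptide (50 nM) in PBS pH 7.4, 0.01% Tween-20, then compound added for 30 min. AlphaScreen streptavidin donor/nickel chelate acceptor beads (10 ug/mL final), 30 min dark, luminescence read.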
Pin1 inh: qHTS Assay to Find Inhibitors of Pin1; Peptidyl-prolyl cis-trans isomerase NIMA-interacting 1 (Homo sapiens), Q13526; Pin1 FP peptide displacement, HiFluor488, 10 min; Potency, µM (titrated, usually from 115 µM), for inactives: top-dose activity, negative = inhibition, most hits filed as inhibitors; 390,000 tested, 0.009% active; active = well fitted inhibition curve with a large enough effect in the polarisation, with a control signal flat, not every such curve was filed as active; inconclusive = small, poorly fitted or top-dose-only effect, or effect the other way, or a change in a side signal; inactive = no such curve, though single readings can be large or run the other way; the % refers to the polarisation; note: % is set by controls: 0 for no effect and ±100 for the full control effect
Target sequence (Q13526 whole entry, looked up): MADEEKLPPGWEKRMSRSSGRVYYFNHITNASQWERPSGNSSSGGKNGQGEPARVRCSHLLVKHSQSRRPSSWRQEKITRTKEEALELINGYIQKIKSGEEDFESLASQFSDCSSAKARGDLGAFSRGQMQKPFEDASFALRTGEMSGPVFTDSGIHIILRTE
JMJD2A Tudor inh: qHTS Assay for Inhibitors of JMJD2A-Tudor Domain. Lysine-specific demethylase 4A (Homo sapiens), O75164. 390,000 tested, 4.4% active. Potency, µM (series often up to 114 µM), without a hit: top-dose activity change, negative = inhibition, most hits filed as inhibitors. AlphaScreen JMJD2A-Tudor / H3K4me3 peptide binding; note: % is set by controls: 0 for no effect and ±100 for the full control effect; nearly all actives have a fitted effect of over 50% in size
Pol iota inh: qHTS for Inhibitors of Polymerase Iota; Potency, µM (doses to about 115 µM), inactives show top-dose activity, negative = inhibition, hits mostly inhibitors; Pol iota fluorescent replication assay, 10 min; 390,000 tested, 1% active; DNA polymerase iota (Homo sapiens), Q9UNA4; AID 588590, 2011
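Pol iota at 10 nM preincubated 15 min with compounds at room temperature; reaction started with fluorescent substrate, 50 nM final. Fluorescence read kinetically at 0 and 10 min; buffer-only wells as negative control.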
Tb PGK inh: qHTS Assay to Find Inhibitors of Phosphoglycerate Kinase | Phosphoglycerate kinase, glycosomal (Trypanosoma brucei brucei), P07378 | PGK/GAPDH coupled, Kinase-Glo luminescence, 60 min | Potency, µM (titrated, usually from 57.5 µM), for the others: at the highest dose activity change, negative = inhibition, usual class: inhibitors | 380,000 tested, 0.043% active; note: % is set by controls: 0 for no effect and ±100 for the full control effect; nearly all actives have a fitted effect of over 60% in size
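Luminescent ATP detection (Kinase-Glo Plus) follows a 60-minute room-temperature incubation, with wells lacking PGK as controls. Buffer: 100 mM TEA (pH 7.6), 5 mM MgCl2, 0.01% Tween-20. Coupling enzyme GAPDH (100 nM final) supplies unstable 1,3-BPG in-well.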
BAZ2B block: qHTS Assay for Inhibitors of BAZ2B; Bromodomain adjacent to zinc finger domain protein 2B (Homo sapiens), Q9UIF8; AlphaScreen BAZ2B-H3K14Ac peptide displacement; Potency, µM (series often up to 114 µM), for inactives: at the highest dose activity change, negative = inhibition, hits mostly inhibitors; 360,000 tested, 4.4% active; AID 504333, 2011; note: % is set by controls: 0 for no effect and ±100 for the full control effect; nearly all actives have a fitted effect of over 60% in size
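AlphaScreen displacement of biotin-H3(5-23)K14Ac peptide (50 nM final) from BAZ2B (50 nM final) in PBS pH 7.4, 0.01% Tween-20; complex preformed 30 min RT, then compounds (top 110 uM) 30 min RT, beads 20 min dark.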
BLM helicase inh: qHTS Assay for Inhibitors of Bloom's syndrome helicase (BLM). recombinant BLM DNA unwinding, fluorescence dequenching. Potency, µM (top dose mostly 56.1 µM), inactives show at the top dose activity change, negative = inhibition, hits mostly inhibitors. 350,000 tested, 0.2% active. AID 2528, 2010;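 note: plate controls were vehicle for no effect and no enzyme for full effect; nearly all actives have a fitted effect of over 35% in size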
GLS inh: qHTS for Inhibitors of Glutaminase (GLS). Glutaminase kidney isoform, mitochondrial (Homo sapiens), O94925. GLS enzymatic activity, qHTS titration. Potency, µM (top dose mostly 45.5 µM), without a hit: at the highest dose activity change, negative = inhibition, hits mostly inhibitors. 410,000 tested, 0.21% active. AID 624170, 2012; note: % is set by controls: 0 for no effect and ±100 for the full control effect
Target sequence (O94925 whole entry, looked up, canonical isoform): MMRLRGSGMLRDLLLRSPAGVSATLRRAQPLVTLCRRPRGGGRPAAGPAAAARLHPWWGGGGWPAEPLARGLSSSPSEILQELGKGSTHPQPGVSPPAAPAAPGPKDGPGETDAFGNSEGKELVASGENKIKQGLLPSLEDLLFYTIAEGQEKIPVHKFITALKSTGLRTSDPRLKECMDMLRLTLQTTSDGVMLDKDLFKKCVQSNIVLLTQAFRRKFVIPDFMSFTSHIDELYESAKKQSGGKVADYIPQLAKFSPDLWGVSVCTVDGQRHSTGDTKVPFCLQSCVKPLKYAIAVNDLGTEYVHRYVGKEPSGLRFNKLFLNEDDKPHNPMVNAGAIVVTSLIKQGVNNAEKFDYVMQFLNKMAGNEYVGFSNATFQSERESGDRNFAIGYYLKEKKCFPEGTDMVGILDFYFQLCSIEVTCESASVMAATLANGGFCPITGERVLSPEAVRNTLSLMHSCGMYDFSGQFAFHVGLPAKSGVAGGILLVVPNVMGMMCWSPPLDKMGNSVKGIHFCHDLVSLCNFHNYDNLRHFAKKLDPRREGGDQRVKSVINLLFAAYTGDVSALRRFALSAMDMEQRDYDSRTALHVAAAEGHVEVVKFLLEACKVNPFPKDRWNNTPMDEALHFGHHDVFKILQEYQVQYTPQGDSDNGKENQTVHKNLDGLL
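hKGA in 45 mM KH2PO4 (pH 8.2), 0.02% Tween-20 with compound, then 1mM L-Glutamine (stock as added) plus glutamate oxidase/HRP/Amplex red coupling mix. Fluorescence read initially and after 30 min at RT; signal change reflects glutamate formation.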
An asterisk follows results filed as active; i = inactive; ? = inconclusive; nt = not tested or not shown; & = joins results of further samples; [ ] = another dose, or the depositor's remark. Unless noted, calls come from the whole dose curve; as a rule, active = well fitted curve in the direction sought with a large enough effect; inconclusive = small, poorly fitted or top-dose-only effect, or another doubt; inactive = no such curve, though single readings can be large; an effect the other way counts as inactive or inconclusive. Potency is the fitted concentration of half-maximal effect. Only part of the results is shown (hit frequency here may not be typical).

SMILES	G9a inh	JMJD2A Tudor inh	GLS inh	BLM helicase inh	Pol iota inh	HP1b binding inh	BAZ2B block	Tb PGK inh	Pin1 inh
O=C(COc1ccc(Br)cc1)NNC(=S)NC(=O)c1ccccc1[N+](=O)[O-]	?	-28%	-14%	-1%	26%	-10%	0%	3%	0%
CCCCN1C(=O)c2ccc(C(=O)NCCN3C(=O)S/C(=C\c4cccnc4)C3=O)cc2C1=O	17%[59 µM]	-15%	0%	-13%	11%	13%	8%	-1%	1%
Nc1nnc(SCC(=O)Nc2ccccc2)s1	-5%[59 µM]	-3%&-12%	3%&-16%	-4%&-1%	160%&24%[activator]	44%&21%[activator]	6%&4%	3%	-2%&-1%
Cc1ccc(C(=O)N[C@H](C(=O)N2CCN(c3ccccc3F)CC2)C(C)C)cc1	10%	-16%	3%	-1%	30%	23%	2%	-5%	-8%
CCN(CC)c1ccc2cc(-c3nc(-c4ccccc4F)no3)c(=O)oc2c1	0%[59 µM]	0%	-1%	-2%	13%	30%	-7%	6%	?
COc1ccc(/C=C2\SC(=O)N(CCc3nnc(N)s3)C2=O)cc1	?	-12%[11.4 µM]	-13%	-11%	20µM*	36%	-27%	-7%	?
COC(=O)Cn1c(=O)c2c(nc(Br)n2CC(=O)OC)n(C)c1=O	-3%[12.7 µM]	-7%	7%	-3%	19%	22%	10%	2%	1%
CC1=C(C(=O)OCC2CCCCC2)C(c2ccc(Cl)cc2)CC(=O)N1 (stereo unspecified)	-3%[59 µM]	-16%	4%	-12%	2%	10%	-12%	1%	?
O=C(CC1OC(=O)c2ccccc21)Nc1ccc(Cl)c(S(=O)(=O)N2CCCCC2)c1 (stereo unspecified)	14µM*	-22%	7%	nt	-25%	3%	1%	-1%	2%
CCOC(=O)c1nc(Nc2cc(Cl)ccc2OC)c2ccccc2n1	12%	-5%	2%	2%	12%	35%	1%	i	-2%
CCCN1CCN(S(=O)(=O)c2ccc(-c3cc(C)no3)s2)CC1	?	-6%	-5%	1%	12%	51%[activator]	-19%	-4%	0%
COc1ccc(CCN=C2SCC(=O)N2C)cc1OC	1%	-4%	-7%	3%	-26%	32%[activator]	-27%	-5%	1%
COc1ccccc1CNC(=O)[C@H](C)NC(=O)C1CCN(C(=O)[C@H](CCSC)NC(=O)OC(C)(C)C)CC1	nt	-18%	-3%	-1%	28%	23%	7%	2%	-1%
CC(C)C1=NOC(C(=O)N2CCC(N3CCC(C(=O)N4CCOCC4)CC3)CC2)C1 (stereo unspecified)	8%	0%	6%	-3%	6%	52%[activator]	-6%	-1%	-2%
CCC(C)c1ccccc1NC(=O)COC(=O)c1ccc2[nH]c3c(c2c1)CCCC3 (stereo unspecified)	?	?	13%	-10%	6%	?	-37%	2%	0%
NC(=O)NC(=O)C(Nc1ccc2c(c1)CCC2)c1ccccc1 (stereo unspecified)	?	-30%	-5%	-6%	11%	0%	-36%	7%	9%
COc1ccccc1N1CCN(C(=S)Nc2ccc(S(=O)(=O)N3CCOCC3)cc2)CC1	3%	-30%	2%	-4%	71%[activator]	-1%	-27%	-4%	0%
Cc1ccc(-c2nnn(CC(=O)NCCc3ccc4c(c3)OCO4)n2)cc1	13%	-18%	0%	-3%	58%[activator]	12%	-1%	-3%	16%
Cc1ccc(-c2csc(NNC(=O)c3ccccc3)n2)cc1	?	-23%	12%	-2%	-9%	7%	-9%	1%	-10%
Cc1ccc(S(N)(=O)=O)cc1NC(=O)c1ccc2c3c(cccc13)CC2	30%[activator]	-25%	0%	-3%	10%	24%	-29%	-9%	-3%

Three of these compounds in a different format:
CCOC(=O)c1nc(Nc2cc(Cl)ccc2OC)c2ccccc2n1
  G9a inh: 12%
  JMJD2A Tudor inh: -5%
  GLS inh: 2%
  BLM helicase inh: 2%
  Pol iota inh: 12%
  HP1b binding inh: 35%
  BAZ2B block: 1%
  Tb PGK inh: i
  Pin1 inh: -2%

CCCN1CCN(S(=O)(=O)c2ccc(-c3cc(C)no3)s2)CC1
  G9a inh: ?
  JMJD2A Tudor inh: -6%
  GLS inh: -5%
  BLM helicase inh: 1%
  Pol iota inh: 12%
  HP1b binding inh: 51%[activator]
  BAZ2B block: -19%
  Tb PGK inh: -4%
  Pin1 inh: 0%

COc1ccc(CCN=C2SCC(=O)N2C)cc1OC
  G9a inh: 1%
  JMJD2A Tudor inh: -4%
  GLS inh: -7%
  BLM helicase inh: 3%
  Pol iota inh: -26%
  HP1b binding inh: 32%[activator]
  BAZ2B block: -27%
  Tb PGK inh: -5%
  Pin1 inh: 1%

Returning to the listing, starting three compounds before the break.
SMILES	G9a inh	JMJD2A Tudor inh	GLS inh	BLM helicase inh	Pol iota inh	HP1b binding inh	BAZ2B block	Tb PGK inh	Pin1 inh
Cc1ccc(-c2nnn(CC(=O)NCCc3ccc4c(c3)OCO4)n2)cc1	13%	-18%	0%	-3%	58%[activator]	12%	-1%	-3%	16%
Cc1ccc(-c2csc(NNC(=O)c3ccccc3)n2)cc1	?	-23%	12%	-2%	-9%	7%	-9%	1%	-10%
Cc1ccc(S(N)(=O)=O)cc1NC(=O)c1ccc2c3c(cccc13)CC2	30%[activator]	-25%	0%	-3%	10%	24%	-29%	-9%	-3%
COc1ccc(C[C@H]2CN3C(=NC[C@@H]3C(C)C)N2CCNC(=O)c2ccc(C)c(Br)c2)cc1	?	-29%	2%	0%	-7%	16%	-24%	5%	-1%
CSc1ccc(C(=O)C2CCCN(C(=O)Cc3nonc3C)C2)cc1 (stereo unspecified)	-2%	-14%	4%	-3%	27%	34%	-14%	-1%	-1%
Cc1ccc(OCC(=O)OC2CCCN(C)C2)cc1 (stereo unspecified)	1%[0.501 µM]	?	-1%	2%	?	32%	-4%	nt	?
CCCOc1cccc(C(=O)NCCNC(=O)c2cnccn2)c1	26%	-6%	-12%	0%	7%	16%	0%	-9%	1%
Cc1ccsc1/C=N/n1c(-c2ccccc2)n[nH]c1=S	1.8µM*	28µM*	7%	-11%	16%	11%	3%	4%	6%
CCc1ccc2c(c1)cc(CN(C(=S)Nc1ccccc1Cl)C1CC1)c1nnnn12	29%[59 µM]	-10%	2%	4%	13%	28%	-4%	-3%	9%
COc1ccc(OC)c(C2C3=C(N=c4s/c(=C\c5cccc(O)c5)c(=O)n42)c2ccccc2CC3)c1 (stereo unspecified)	?	?	7%	-9%	?	-13%	?	-1%	?
COc1ccc(Cc2cc(NCc3ccccc3)c3ncn(C(C)C)c3c2)cc1	nt	40µM*	11%	nt	3%	-36%	nt	-1%	6%
O=C(Nc1ccc(S(=O)(=O)NC2=NCCCCC2)cc1)c1ccc(=O)[nH]c1	2%	2%	-5%	-5%	39%	45%[activator]	1%	i	-6%
COC(=O)c1cccc(N2CCCC2=O)c1	13%	-1%	2%	-1%	11%	19%	-22%	2%	-6%
COc1ccc(CNc2nc3nc(C)cc(C)n3n2)cc1OC	21%[12.7 µM]	-18%	-16%	0%	9%	8%	9%	-5%	2%
CC(=O)Nc1cc(S(=O)(=O)C(F)(F)F)ccc1Cl	7%[12.7 µM]	4%	-12%	2%	-7%	70%[activator]	8%	-9%	-8%
CC1CN(C(=O)COC(=O)c2cccc(NS(=O)(=O)c3ccccc3)c2)CC(C)O1 (stereo unspecified)	4%[0.501 µM]	-19%	0%	nt	21%	2%	5%	7%	0%
C=C(C)Cn1c(N2CCC(Cc3ccccc3)CC2)nc2c1c(=O)[nH]c(=O)n2C	2%[59 µM]	-24%[57.1 µM]	-10%	-4%	10%	22%	?	i	-2%
CCCc1cc(=O)[nH]c(Nc2cccc(Cl)c2Cl)n1	7%[59 µM]	-4%	-3%	-2%	19%	46%[activator]	-13%	8%	5%
C1=C(c2ccco2)N2CCN=C2S1	-1%[0.501 µM]	-14%	8%	3%	86%[activator]	19%	0%	2%	1%
O=C(Cc1ccc(NC(=O)C2CCCN(C(=O)C3CC3)C2)cc1)Nc1cccc(C(=O)N2CCCC2)c1 (stereo unspecified)	nt	-12%	-3%	nt	-5%	18%	nt	0%	2%
COc1ccc(OCC(=O)O/N=C(\N)Cc2ccc(Cl)cc2Cl)cc1	96%[activator][59 µM]	116%[activator]	-4%	-5%	1%	327%[activator]	201%[activator]	i	-3%
Cc1ccn2cc(C(=O)Nc3ccccc3N3CCOCC3)nc2c1	-19%	-27%	21%	-4%	8%	2%	-32%	-7%	0%
CSc1nnc(-c2nnc(SC)n2-c2ccccc2)n1-c1ccccc1	?	-10%	-8%	0%	-1%	28%	6%	-8%	1%
CCOc1ccc(S(=O)(=O)N(CC(=O)NCc2ccncc2)c2ccc(C)cc2)cc1	10%	-6%	0%	0%	129%[activator]	36%	-3%	4%	7%
